High-throughput results: PubChem BioAssay, Southern Research Specialized Biocontainment Screening Center
M. tuberculosis: growth inhibition of non-replicating M. tuberculosis (AID 488890) | Mycobacterium tuberculosis non-replicating, growth inhibition; higher % means a stronger effect | one-dose inhibition, % at 25 µM; IC50 in µM for titrated hits | 320,000 compounds, 0.39% hits; in the data active means a potency from the dose series; inconclusive means inhibition mostly from about 82% at the one dose, without a potency; inactive means the rest, 99 in 100 with inhibition below about 76%;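 further: plate controls were DMSO cells for no effect and high antibiotic wells for full effect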
VEEV TC-83 Vero: inhibitors of VEEV TC-83 cytopathic effect, confirmation, Vero cells (AID 588727). Vero cells, VEEV TC-83 cytopathic effect inhibition; higher % means a stronger effect. inhibition, % at 20 µM; hits with a dose series show IC50 in µM. 350,000 compounds, 0.13% hits; in the data active means a potency from the dose series; inconclusive means inhibition mostly from about 14% at the one dose, without a potency; inactive means the rest, 99 in 100 with inhibition below about 12%; further: strong numbers were not always called active
Salmonella PhoP GFP: PhoP regulon inhibitors, Salmonella typhi PhoP promoter GFP reporter, confirmatory (AID 1850); Salmonella Typhi PhoP-promoter GFP reporter, fluorescence, 4 h; higher % means a stronger effect; inhibition, % at 50 µM; hits with a dose series show IC50 in µM; 310,000 compounds, 0.33% hits; in the data active means a potency from the dose series; inconclusive means inhibition mostly from about 25% at the one dose, without a potency; inactive means the rest, 99 in 100 with inhibition below about 19%;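 further: 0% = induced wells with vehicle and 100% = uninduced wells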
influenza NS1A: H1N1 influenza NS1A inhibitors, functional cell based assay (AID 504329); inhibition, % at 12.5 µM, or IC50 in µM where a hit was titrated; 340,000 compounds, 0.3% hits; NS1A functional cell-based assay, percent inhibition; higher % means a stronger effect; in the data active means a potency from the dose series; inconclusive means inhibition above about 27% without an active follow-up result; further: strong numbers were not always called active
M. tuberculosis HTS: M. tuberculosis growth inhibition, HTS (AID 449762); M. tuberculosis H37Rv growth inhibition, 7H9 media; higher % means a stronger effect; inhibition, % at 25 µM; hits with a dose series show IC50 in µM; 330,000 compounds, 0.59% hits; in the data active means a potency from the dose series; inconclusive means inhibition above about 70% without an active follow-up result;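 further: bacterial growth assessed after seven days of incubation; strong numbers were not always called active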
VEEV TC-83 Vero 10K pilot screen: recorded beside VEEV TC-83 Vero, whose call it bears; inhibition, %; measured here: 10K pilot screen inhibition
* marks the source's active call; other numbers are inactive results; i = inactive; u = inconclusive; x = no result given.

SMILES	M. tuberculosis	VEEV TC-83 Vero	Salmonella PhoP GFP	influenza NS1A	M. tuberculosis HTS	others
COc1ccc(C2=NS(=O)(=O)N(C)C(C(=O)NC(C)c3ccccc3)=C2)cc1 (stereo not drawn)	17%	7.0%	10%	-3%	-9%
CCNC(=S)NNC(=O)c1csc2ccccc12	7%	0.8%	-4%	-1%	-12%
CCOC(=O)N1CCN(C(=O)CSCC(=O)Nc2nc(-c3ccc(Cl)s3)cs2)CC1	14%	2.0%	-13%	1%	-8%
C=CCC[C@H](Cc1ccc(F)cc1)C(=O)OC[C@@H](Cc1c[nH]c2ccccc12)NC(=O)[C@@H](CC=C)CC(=O)N(CCO)Cc1ccccc1	43%	9.5%	x	7%	5%
O=C(CSC1=NCCS1)N1CCN(c2ccc(Cl)cc2)CC1	14%	2.9%	4%	-5%	9%
CCCS(=O)(=O)N1CCCC(C(=O)NCCc2cccc(C)c2)C1 (stereo not drawn)	-10%	i	-3%	-14%	0%
CCOC(=O)c1ccc(NC(=O)C2CCCO2)cc1 (stereo not drawn)	29%	5.3%	-7%	10%	u
CCN1C(=O)C(=Cc2ccc(C)s2)C(=O)N(CC)C1=S	u	0.7%	-9%	-8%	11%
Cn1c(N)c(C(=O)COC(=O)COc2ccccc2C#N)c(=O)n(C)c1=O	0%	1.5%	21%	-2%	-2%
CCCCN1CNC(=S)N(c2ccc(C(=O)OCC)cc2)C1	64%	0.8%	-4%	20%	56%
O=C(Cn1cnc([N+](=O)[O-])c1)Nc1cc(Oc2ccc(Cl)cc2Cl)cc([N+](=O)[O-])c1	26%	1.7%	-6%	11%	u	VEEV TC-83 Vero 10K pilot screen=0.2
CN(C(=O)COC(=O)CNC(=O)c1sc2ccccc2c1Cl)c1ccccc1	62%	0.3%	-5%	-1%	-5%
CCCCc1cc(=O)oc2cc(C)cc(OC(C)C(=O)NCc3ccccn3)c12 (stereo not drawn)	5%	10%	5%	-5%	0%
Cc1ccc(S(=O)(=O)N2CCN(C(=O)CCCOc3ccc(Cl)cc3C)CC2)cc1	22%	4.4%	4%	0%	14%
Cc1cccc(NC(=O)CNC(=O)CN2CCN(C)CC2)c1C	-10%	0.1%	x	-6%	-12%
Cn1c(=O)c2c(nc(CN3CCC(C(N)=O)CC3)n2Cc2c(F)cccc2Cl)n(C)c1=O	14%	2.9%	1%	3%	0%
Cn1c(N)c(Sc2ccc([N+](=O)[O-])cc2)c(=O)n(C)c1=O	-21%	0.2%	1%	-3%	-3%
Cc1cc(Br)cc(C)c1OCCCCN(C)C	36%	3.3%	6%	-5%	-4%
COc1ccc(CCNS(=O)(=O)c2ccc(N3CCCC3=O)cc2)cc1	9%	0.7%	-9%	1%	4%
COc1ccc(-c2nc3n(n2)C(c2cccnc2)C(C(N)=O)=C(C)N3)cc1 (stereo not drawn)	-20%	0.9%	-4%	-9%	-9%	VEEV TC-83 Vero 10K pilot screen=1.6
O=C(NCc1cccnc1)c1cc(S(=O)(=O)N2CCCC2)c(Cl)cc1Cl	x	i	x	-6%	x
O=C(OCC#CCSc1nnc(-c2cccc3ccccc23)o1)c1cccc2[nH]ccc12	10%	1.3%	x	4%	5%
C[C@H](NC(=O)NCCc1ccccc1)C(=O)O	5%	i	-4%	-26%	4%
COc1ccc(CNC(=O)COC(=O)c2c(NC(C)=O)sc(C)c2C)cc1	15%	9.2%	x	-3%	-1%
Nc1cc(-c2ccco2)no1	-5%	4.0%	8%	-1%	-4%
Cn1c(N2CCOCC2)cc(=O)n(C)c1=O	-3%	0.9%	2%	-3%	0%
CC(C)(C)c1ccc(NC(=O)CON=C(N)c2ccccc2)cc1	x	1.5%	x	4%	x
O=C(CNc1cccc2ccccc12)c1ccc([N+](=O)[O-])cc1	x	7.4%	-1%	0%	u
Cn1cc(C2NC(=O)c3ccccc3N2)c2ccccc21 (stereo not drawn)	x	11%	x	-21%	x
O=c1[nH]c2cc(Cl)ccc2n1-c1ccccc1	-3%	1.7%	-2%	-3%	-4%
N=C1c2ccccc2-c2ccccc21	x	3.4%	x	3%	x
O=C(c1ccc(F)cc1)C1CCN(CCn2c(=S)[nH]c3ccccc3c2=O)CC1	36%	x	1%	x	u
CCN(CC)CCCN(C(=O)c1ccc(OC)cc1)c1nc(-c2ccc(OC)cc2)cs1	80%	1.3%	0%	13%	16%
CCOc1ccccc1-c1nc2c(s1)CCc1onc(-c3ccc(OC)cc3)c1-2	4%	1.2%	2%	6%	-6%
CCN(C(=O)COC(=O)CC(C)c1ccccc1)c1c(N)n(Cc2ccccc2)c(=O)[nH]c1=O (stereo not drawn)	5%	i	x	-1%	-9%
Cc1c(-c2ccc(OCc3ccccc3)cc2)nc2ccccc2c1C(=O)O	9%	27%	7%	-5%	8%
COc1ccccc1/C=C/C=N/NC(=O)CCn1cnc2ccccc21	1%	8.6%	4%	-2%	3%
COC(=O)C1=C(c2ccc(S(C)(=O)=O)cc2)C[C@@H]2CC[C@H]1N2C(=O)NC(C)C	-18%	0.1%	3%	-1%	-1%
COC(=O)C[C@H]1c2ccccc2S(=O)(=O)N1C(C)C	-6%	i	-2%	-12%	-4%
CC(=O)CSc1nnc(CN2C(=O)CSc3ccc(C(F)(F)F)cc32)n1C	-1%	0.9%	-2%	4%	-4%
Cc1ccc(N)cc1Cl	x	5.9%	x	-8%	x
CCc1ccc(CCC(=O)Nc2ccc(C(=O)O)cc2)o1	0%	0.3%	4%	-6%	-5%
O=C(N/N=C/c1cccc([N+](=O)[O-])c1)c1cc[n+](CCO)cc1	35%	0.1%	0%	-10%	-16%
COC(CNC(=O)C(=O)NCC1CCCN1S(=O)(=O)c1cccs1)OC (stereo not drawn)	12%	i	-3%	-11%	2%
O=C(CSc1nnc(-c2ccccc2)c2ccccc12)NCCN1C(=O)CSC1=O	10%	7.7%	x	-12%	6%
O=C(NCc1ccco1)c1ccc(CS(=O)Cc2ccc(Cl)cc2)o1 (stereo not drawn)	-3%	1.3%	9%	-3%	4%
CC(=O)Nc1sc(C)c(C)c1CN1CCN(S(=O)(=O)c2ccccc2)CC1	6%	8.8%	-8%	-25%	-8%
COc1ccccc1NC(=O)c1ccc(NC(=O)c2cc3c(s2)CCC3)cc1	39%	11%	0%	-1%	5%
O=C(/C=C/c1ccc(Cl)cc1)NCc1cccs1	-10%	i	-7%	-9%	5%
Cn1c(=O)oc2cc(S(=O)(=O)NC3CCCc4ccccc43)ccc21 (stereo not drawn)	-11%	0.7%	1%	0%	-4%

Brought forward from above: three entries, followed by the next part.
SMILES	M. tuberculosis	VEEV TC-83 Vero	Salmonella PhoP GFP	influenza NS1A	M. tuberculosis HTS	others
COc1ccccc1NC(=O)c1ccc(NC(=O)c2cc3c(s2)CCC3)cc1	39%	11%	0%	-1%	5%
O=C(/C=C/c1ccc(Cl)cc1)NCc1cccs1	-10%	i	-7%	-9%	5%
Cn1c(=O)oc2cc(S(=O)(=O)NC3CCCc4ccccc43)ccc21 (stereo not drawn)	-11%	0.7%	1%	0%	-4%
COc1ccc(C(=O)NCCN2CCCC2)cc1	3%	0.2%	-6%	-4%	-3%
COc1ccccc1-c1cn[nH]c1-c1ccc(OCc2ccc([N+](=O)[O-])cc2)cc1O	3%	0.6%	9%	-10%	10%
Cn1c(=O)n(C)c2cc(N3CCCCC3)c(NC(=O)c3cccc(Cl)c3)cc21	-3%	1.1%	-11%	9%	2%
CC(=O)C1=C(O)C(=O)N(Cc2cccnc2)C1c1ccc(C(C)C)cc1 (stereo not drawn)	3%	i	-2%	2%	-8%
CCOc1ccc(-n2c(O)c(C=NCCN3CCNCC3)c(=O)[nH]c2=O)cc1	9%	0.8%	-7%	-9%	5%
CCOC(=O)/C(C#N)=C/Nc1cc(OC)ccc1OC	13%	1.4%	1%	-2%	-8%
COc1ccc(-c2nnc(-c3cccnc3)o2)cc1OC	-4%	3.9%	-1%	3%	-10%
Cn1cc(NC(=O)CCl)cn1	58%	u	-1%	6%	4.4µM*
Cc1ccc(-n2nnc3c(=O)n(Cc4cccc(C)c4)cnc32)cc1	1%	2.0%	-2%	-1%	-2%
Cn1c(SCC(=O)NC(C)(C)C)nnc1-c1ccc(C(C)(C)C)cc1	10%	1.0%	0%	-3%	-4%
O=S1(=O)N=C(SCCO)c2ccccc21	12%	0.7%	-1%	-5%	8%
CCC(C)(C)NC(=O)C(c1cccn1C)N(Cc1ccccc1)C(=O)Cn1nnc2ccccc21 (stereo not drawn)	x	2.6%	x	-2%	x
CC(=O)n1c2c(c3ccccc31)OC(N)=C(C#N)C2c1cccc(Cl)c1Cl (stereo not drawn)	28%	0.0%	-13%	3%	3%
Brc1ccc(OCCCN2CCOCC2)cc1	7%	0.2%	-12%	-18%	-8%
CCC(=O)N1CCCc2cc(S(=O)(=O)N3CCC(N4CCCCC4)CC3)ccc21	15%	1.9%	-1%	18%	-1%
O=C(c1cc(C2CC2)nn1-c1ccccc1)N1CCN(S(=O)(=O)c2cccc(F)c2)CC1	38%	1.7%	x	11%	4%
Cc1ccc(CCC(=O)Nc2ccc(C)c(C)c2)o1	8.6µM*	1.2%	3%	7%	u
Cc1ccc(OCC(=O)Nc2ccc(Cl)cc2)c(-n2nc3ccccc3n2)c1	-6%	0.1%	3%	9%	12%
COc1ccccc1C1C(C(C)=O)=C(O)C(=O)N1CCc1ccccc1 (stereo not drawn)	24%	i	2%	11%	-1%
Cc1ccc(S(=O)(=O)NCC(=O)N(CC2CCCO2)C(C(=O)NCC2CCCO2)C(C)C)cc1 (stereo not drawn)	-5%	0.8%	15%	-13%	-8%

3 entries drawn at random from those above:
SMILES	M. tuberculosis	VEEV TC-83 Vero	Salmonella PhoP GFP	influenza NS1A	M. tuberculosis HTS	others
Cc1ccc(S(=O)(=O)N2CCN(C(=O)CCCOc3ccc(Cl)cc3C)CC2)cc1	22%	4.4%	4%	0%	14%
O=S1(=O)N=C(SCCO)c2ccccc21	12%	0.7%	-1%	-5%	8%
CC(=O)CSc1nnc(CN2C(=O)CSc3ccc(C(F)(F)F)cc32)n1C	-1%	0.9%	-2%	4%	-4%

Going on with the list:
SMILES	M. tuberculosis	VEEV TC-83 Vero	Salmonella PhoP GFP	influenza NS1A	M. tuberculosis HTS	others
OCCNc1ccc(Cl)cc1	5%	2.5%	8%	-19%	-2%
O=C(Cc1ccccc1Cl)Nc1cc(S(=O)(=O)N2CCOCC2)ccc1N1CCOCC1	16%	0.3%	x	-5%	-4%
O=S(=O)(O)c1cnccc1Nc1cccc(C(F)(F)F)c1	-9%	7.9%	10%	-24%	5%
C/C(=N\O)C1CCCCC1	-11%	x	-28%	x	5%
Cc1ccc(CS(=O)Cc2ccc(C(=O)N3CCN(c4ccccc4)CC3)o2)cc1 (stereo not drawn)	4%	3.4%	-4%	-2%	5%
COc1ccc(/C=C/C(=O)N2CCN(c3ccccn3)CC2)cc1	21%	9.5%	-3%	-3%	6%
CC1CC(=O)N(CC(=O)NCc2ccccc2)c2ccccc2S1(=O)=O (stereo not drawn)	-18%	2.4%	-2%	-1%	2%
CNc1nc2c(N)ncnc2n1[C@H]1O[C@@H](CO)[C@H](O)[C@@H]1O	4%	1.2%	-2%	5%	-5%
Cc1ccc(/C=N/n2c(C3CCCCC3)n[nH]c2=S)cc1	3%	2.1%	-8%	-1%	6%
COc1ccc(OCC2c3cc(OC)c(OC)cc3CCN2C(=O)C(C)C)cc1 (stereo not drawn)	x	0.6%	x	-1%	x
CC(NC1c2ccccc2-c2ccccc21)c1ccccc1 (stereo not drawn)	44%	0.1%	11%	10%	6%
Cc1ccc(S(=O)(=O)N(C)CC(=O)OCC(=O)N2CC(=O)Nc3ccccc32)cc1	-15%	1.2%	17%	-15%	-1%
Cc1cccc2c1OCC/C2=N\NC(=O)COc1ccccc1Cl	-1%	3.7%	-5%	-4%	-9%
COCCNc1nc(SCc2ccccc2)nc2sc3c(c12)CCC3	2%	i	-7%	-4%	-9%
CCOC(=O)C1=C(CS(=O)(=O)c2ccccc2)NC(=O)NC1c1ccc(OC)c(OC)c1 (stereo not drawn)	-8%	0.2%	-2%	-7%	-2%
COc1ccc(CCNC(=O)CCC2COc3ccccc3O2)cc1OC (stereo not drawn)	5%	3.3%	-1%	25%	-10%
O=C(c1ccc([N+](=O)[O-])cc1[N+](=O)[O-])N1CCN(C(=O)C2CCCO2)CC1 (stereo not drawn)	-4%	1.1%	x	-3%	-4%
COc1ccccc1OC(=O)CN1C(=O)c2ccccc2C1=O	-1%	1.2%	14%	-3%	-2%
